Screening results as filed in PubChem BioAssay.
CHT PAM – allosteric activators of human choline transporter CHT; Q9GZV3; CHT-expressing cells, membrane potential dye, choline EC20; active compounds read high; LV-AA mutant CHT in HEK293 cells; B-score at 10 µM; actives 0.49% (n = 310,000); AID 488977;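 active = initial fluorescence not abnormally high and integrated response B-score, plate-corrected, over 3 SD above library mean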
Target sequence (Q9GZV3 whole entry, looked up): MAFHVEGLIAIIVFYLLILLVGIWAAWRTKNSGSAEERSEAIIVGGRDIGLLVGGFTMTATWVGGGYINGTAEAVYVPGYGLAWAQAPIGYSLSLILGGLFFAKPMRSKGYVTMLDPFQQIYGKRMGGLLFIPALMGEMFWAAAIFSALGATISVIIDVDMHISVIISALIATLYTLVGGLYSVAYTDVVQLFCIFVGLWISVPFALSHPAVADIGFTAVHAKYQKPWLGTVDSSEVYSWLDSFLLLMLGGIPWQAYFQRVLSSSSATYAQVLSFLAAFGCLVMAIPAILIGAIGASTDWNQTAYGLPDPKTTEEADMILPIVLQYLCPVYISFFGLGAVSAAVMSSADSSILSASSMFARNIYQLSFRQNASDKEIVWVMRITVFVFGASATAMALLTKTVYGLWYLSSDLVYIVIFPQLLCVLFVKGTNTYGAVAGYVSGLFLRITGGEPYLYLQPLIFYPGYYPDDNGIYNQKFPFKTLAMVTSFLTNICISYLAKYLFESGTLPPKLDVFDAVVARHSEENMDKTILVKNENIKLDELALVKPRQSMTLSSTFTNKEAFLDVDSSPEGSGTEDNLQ
OX1R antagonist – antagonists of human orexin 1 receptor | inhibition, % at 5 µM | O43613 | actives 0.43% (n = 330,000) | CHO/OX1R cells, Fluo-8 calcium fluorescence, orexin A;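 active = inhibition above its plate's threshold, mean inhibition of all tested compounds on the plate plus 3 SD, cut at about 37% in these data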;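 note: 0% = orexin A challenge wells and 100% = SB-334867-A antagonist wells; not every result past the cut was called active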
Target sequence (O43613 whole entry, looked up): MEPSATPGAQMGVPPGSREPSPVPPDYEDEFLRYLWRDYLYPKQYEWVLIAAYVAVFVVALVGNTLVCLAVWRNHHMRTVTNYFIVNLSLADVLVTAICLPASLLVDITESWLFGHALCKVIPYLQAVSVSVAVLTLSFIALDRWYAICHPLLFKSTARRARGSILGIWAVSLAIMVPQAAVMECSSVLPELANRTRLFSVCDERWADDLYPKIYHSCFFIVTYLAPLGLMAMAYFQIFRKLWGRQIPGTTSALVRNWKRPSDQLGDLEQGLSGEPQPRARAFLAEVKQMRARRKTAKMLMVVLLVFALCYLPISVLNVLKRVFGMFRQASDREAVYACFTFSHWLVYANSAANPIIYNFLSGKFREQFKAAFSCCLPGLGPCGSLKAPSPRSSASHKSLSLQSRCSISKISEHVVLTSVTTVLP
* hit, by the source's call; i = inactive; . = not tested or not shown.

Values run as follows: OX1R antagonist	CHT PAM
Cc1ccc(NC(=O)CSc2nnc(C)n2-c2ccccc2)cc1
→ -13	i
CCN(CC)c1ccc(C2NCC(c3ccc([N+](=O)[O-])cc3)O2)cc1 (stereo not given)
→ -5	i
Cc1ccc(N(CC(=O)NCCc2ccc(F)cc2)S(=O)(=O)c2ccc(Cl)c([N+](=O)[O-])c2)c(C)c1
→ 5	i
O=C(COC(=O)c1ccc2c(c1)OCO2)NC1CCCCC1
→ -19	.
COc1ccc(Nc2nc(-c3ccccc3)nc3ccccc23)c(OC)c1
→ -38	i
C/C=C\C=C/C(=O)Nc1cccc(C2=NOC3(C2)C[C@@H](C(N)=O)N(C(=O)/C=C/CC)C3)c1 (stereo not given in full)
→ -6	i
CCCNS(=O)(=O)c1cc(Br)cc2c1N(C(=O)CC)CC2
→ -9	i
O=C(O)CCCNC(=O)c1ccc(NC(=O)Cc2ccc(Cl)cc2)cc1
→ 0	i
O=C(c1ccc(Cl)cc1)C1CCCN(Cc2cccn2-c2cccnc2)C1 (stereo not given)
→ -32	i
Cc1ccccc1C(=O)NNS(=O)(=O)c1cccc([N+](=O)[O-])c1
→ -1	i
CCOc1ccc(OCC(=O)c2c(O)c3ccccc3oc2=O)cc1
→ -8	i
CCc1ccc(NC(=O)CN(c2ccc3c(c2)OCO3)S(=O)(=O)c2c(C)noc2C)cc1
→ -18	i
COc1ccc(Nc2ccc(Cl)cc2)c(C(=O)O)c1
→ -6	i
COc1ccc(Cl)cc1NC(=O)CCNC(=O)Cn1ccc2ccccc2c1=O
→ -5	i
COc1ccc(S(=O)(=O)N2CCC(C(=O)Nc3nnc(CCN4CCCCC4)s3)CC2)cc1
→ -8	i
Cc1ccc(CNC(=O)c2ccc(Cl)c(S(N)(=O)=O)c2)n1C
→ -1	i
NC(=O)CSc1ncnc2c1cnn2Cc1ccccc1
→ 3	i
CCC(C)NC(=O)c1ccc(CS(=O)(=O)c2ccc(OC)cc2)o1 (stereo not given)
→ -3	i
CCc1cccc(NC(=O)c2ccc(Cn3c(=O)[nH]c4ccsc4c3=O)cc2)c1
→ -9	i
COc1ccc2nc(NC(=O)c3ccccc3O)sc2c1
→ -12	i
Cc1c(C(C)C)c(=O)n(-c2ccc(S(=O)(=O)NC3CCCCC3)cc2)n1C
→ 18	i
O=C(/C=C/Nc1ccccc1F)c1ccc(Br)cc1
→ -20	i
C=CCSc1nnc(CC(OC)OC)n1-c1ccccc1
→ -23	i
N#Cc1c(-c2ccccc2)nc(SCC(=O)Nc2ccccc2F)[nH]c1=O
→ -20	i
O=C1CC(N2CCC(c3nc4ccccc4o3)CC2)C(=O)N1 (stereo not given)
→ -15	i
O=C(Nc1cnn(Cc2ccccc2)c1)NC12CC3CC(CC(C3)C1)C2
→ -17	i
CCOC(=O)c1c(C)oc2ccc(OC(=O)N3CCOCC3)cc12
→ -10	i
Cc1nnc(N2CCN(Cc3ccccc3)CC2)[nH]c1=O
→ -19	i
O=C(NC(=S)Nc1ccc(S(=O)(=O)Nc2nccs2)cc1)C1CC1
→ 6	i
O=C(CSc1n[nH]c(-c2ccccc2F)n1)NCC(=O)Nc1ccc(F)c(F)c1F
→ -9	i
COc1cc(/C=C/C(=O)OCC(=O)NCC(=O)Nc2cccc(C)c2C)ccc1OC(F)F
→ -7	.
CCCC(c1nnnn1CS(=O)(=O)c1ccc(C)cc1)N1CCN(C2CCCC2)CC1 (stereo not given)
→ -30	i
COc1ccc(C2CC(=O)C3=C(C2)Nc2ccccc2N(C(=O)CCC(=O)O)C3c2ccc(F)cc2)cc1OC (stereo not given)
→ -49	i
CCOC(=O)c1csc(NC(=O)C2CCCCC2)n1
→ -17	i
O=C(Cn1c(CO)nc2ccccc21)NCCc1ccc(F)cc1
→ -11	i
Cc1nn(-c2ccccc2)c2c1C(c1c(C)[nH]c(C#N)c1C)C(C#N)=C(N)O2 (stereo not given)
→ -12	i
O=C(NCc1cccc(Cl)c1)c1cccc(OC2CCN(C(=O)C3CC3)CC2)c1
→ -20	i
O=C(Cn1nnc(-c2ccccc2)n1)N/N=C/c1ccco1
→ -13	i
O=C(Cc1ccc(Cl)c(Cl)c1)Nc1cccnc1
→ -13	i
COc1ccc(CCC(=O)NC(C)C2CCCO2)cc1 (stereo not given)
→ -6	i
CCCCCOc1ccc(N2C(=O)C3C4C=CC(C3C2=O)N(C)C4=O)cc1 (stereo not given)
→ -11	i
CCn1ccc(C(=O)NC2C(=O)N3C(C(=O)O)=C(C)CSC23)n1 (stereo not given)
→ -21	i
COc1ccc(-c2cc3c(=O)n(CC(=O)NCCN4CCCC4)nc(C)n3n2)cc1
→ -23	i
C=CC[C@@H](CC(=O)N[C@@H](CO)Cc1ccccc1)C(=O)N[C@H](COC(=O)[C@@H](CC=C)Cc1ccc(F)cc1)Cc1c[nH]c2ccccc12
→ -1	.
COc1ccc(S(=O)(=O)C(C#N)c2nc3ccccc3nc2N2CCC(C)CC2)cc1 (stereo not given)
→ 4	i
CCOc1ccc(NS(=O)(=O)c2ccc(C(=O)N(C)Cc3cccc(OC)c3OC)cc2)cc1
→ -14	i
O=C(COc1ccccc1)Nc1ccccc1C(=O)NCc1ccco1
→ -9	i
COc1ccccc1NS(=O)(=O)c1cccc(C(=O)NNC(=O)C(NC(N)=O)C(C)C)c1 (stereo not given)
→ -5	i
CN(C)C(=O)c1cc(C(=O)c2ccc(F)cc2F)c[nH]1
→ -8	i
Cc1cc(C)c2c(CN3CCN(Cc4ccc5c(c4)OCO5)CC3)cc(=O)oc2c1C
→ -33	i
CC(C)(O)[C@@H]1CC(=O)[C@]2(C)[C@H](CC[C@@]3(C)[C@H](c4ccoc4)OC(=O)[C@H]4O[C@]432)[C@@]1(C)/C=C\C(=O)O
→ -9	.
CN1CCN(CCC(=O)Nc2ccc3c(c2)OCO3)CC1
→ -24	i
Cn1c(=O)[nH]c(=O)c2c1nc(NCCCO)n2CCCc1ccccc1
→ -7	i
O=c1[nH]c(=O)n([C@H]2C[C@H](O)[C@@H](CO)O2)cc1I
→ -4	i
COC(=O)c1ccc(NC(=O)COC(=O)CCC2CCCC2)cc1
→ -10	.
CCn1c2ccccc2c2nnc(SCC(=O)NC(CC(C)C)C(=O)OC)nc21 (stereo not given)
→ 1	i
CC1CCN(CCCNC(=O)CN2CCN(Cc3ccc(Cl)cc3)C2=O)CC1
→ -22	i
COc1ccc(C/C(N)=N/OC(=O)CCc2ccccc2)cc1
→ 3	i
COc1ccc(-c2cc(C(=O)Nc3c(C)nn(Cc4ccc(Cl)cc4)c3C)no2)cc1
→ -8	i
C=CCNC(=O)C1CCN(S(=O)(=O)c2cccs2)CC1
→ -6	i

A portion from the list above:
Values run as follows: OX1R antagonist	CHT PAM
COc1cc(/C=C/C(=O)OCC(=O)NCC(=O)Nc2cccc(C)c2C)ccc1OC(F)F
→ -7	.
CCCC(c1nnnn1CS(=O)(=O)c1ccc(C)cc1)N1CCN(C2CCCC2)CC1 (stereo not given)
→ -30	i
COc1ccc(C2CC(=O)C3=C(C2)Nc2ccccc2N(C(=O)CCC(=O)O)C3c2ccc(F)cc2)cc1OC (stereo not given)
→ -49	i
CCOC(=O)c1csc(NC(=O)C2CCCCC2)n1
→ -17	i
O=C(Cn1c(CO)nc2ccccc21)NCCc1ccc(F)cc1
→ -11	i
Cc1nn(-c2ccccc2)c2c1C(c1c(C)[nH]c(C#N)c1C)C(C#N)=C(N)O2 (stereo not given)
→ -12	i
O=C(NCc1cccc(Cl)c1)c1cccc(OC2CCN(C(=O)C3CC3)CC2)c1
→ -20	i
O=C(Cn1nnc(-c2ccccc2)n1)N/N=C/c1ccco1
→ -13	i
O=C(Cc1ccc(Cl)c(Cl)c1)Nc1cccnc1
→ -13	i
COc1ccc(CCC(=O)NC(C)C2CCCO2)cc1 (stereo not given)
→ -6	i
CCCCCOc1ccc(N2C(=O)C3C4C=CC(C3C2=O)N(C)C4=O)cc1 (stereo not given)
→ -11	i
CCn1ccc(C(=O)NC2C(=O)N3C(C(=O)O)=C(C)CSC23)n1 (stereo not given)
→ -21	i
COc1ccc(-c2cc3c(=O)n(CC(=O)NCCN4CCCC4)nc(C)n3n2)cc1
→ -23	i

(list continues)
Values run as follows: OX1R antagonist	CHT PAM
CCC(CO)Oc1cc(NC(=O)c2ccccc2N)c2ncn(C(C)C)c2c1 (stereo not given)
→ -14	.
CCNC(=S)NNC(=O)c1csc2c1CCCC2
→ -10	i
O=C(Cn1nc(-c2ccccc2)ccc1=O)N1CCOCC1
→ -17	i
CC(C)(C)c1cc(CCC(=O)NCCc2ccccn2)cc(C(C)(C)C)c1O
→ -37	i
CC(C)CNS(=O)(=O)c1ccc(NC(=O)Cn2nc(-c3ccc(F)cc3)ccc2=O)cc1
→ -5	i
COc1cccc(/C=N/n2c(C)nc3ccccc3c2=O)c1O
→ -16	i
N#CN(CC(N)=O)c1nc(N2CCCCC2)nc(N2CCCCC2)n1
→ -10	i
O=C(N/N=C/c1c[nH]c2ccccc12)C1CC(=O)N(c2ccccc2)C1 (stereo not given)
→ -3	i
CN(Cc1ccccc1)C(=O)CCn1c(=O)c2cccn2c2cccnc21
→ -7	i
Cc1ccc(C(=O)OCC(=O)N2c3ccccc3NC(=O)C2(C)C)cc1S(=O)(=O)N1CCCCC1
→ -18	.
Cc1ccc(Cn2nc(C)c(NC(=O)c3cc(-c4ccco4)on3)c2C)cc1
→ 0	i
Clc1ccccc1Cn1nnc2c(Nc3ccccc3)ncnc21
→ -16	i
CC(C)Oc1cccc(C(=O)C2CCCN(C(=O)c3cc(C4CC4)[nH]n3)C2)c1 (stereo not given)
→ -31	i
N#CCc1ccc(OC(=O)c2ccncc2)cc1
→ 0	i
COc1ccc(-c2c(C#Cc3ccsc3)c3cc(-c4ccc(OC)c(F)c4)ccc3n2C)cc1
→ 5	.
COC(=O)C1=C(C)C(c2ccc(OC)cc2)NC(=S)N1 (stereo not given)
→ -22	i
Cc1noc(C)c1CN1C(=O)c2ccccc2C1=O
→ -11	i
CCc1nc(C)cn1S(=O)(=O)c1cc(C)c(OC)c(C)c1C
→ 2	i
CCOC(=O)CC(NC(=O)C1c2ccccc2Oc2ccccc21)c1ccccc1Cl (stereo not given)
→ -37	i
COc1ccc(C(=O)NCC(c2ccco2)N2CCOCC2)cc1OC (stereo not given)
→ -8	i
COc1ccc(N2C(=O)CC(N3CCN(S(=O)(=O)c4c(F)cccc4F)CC3)C2=O)cc1OC (stereo not given)
→ -11	i
CCC(C)(C)NC(=O)CN(Cc1cccs1)C(=O)CCC(=O)Nc1nccs1
→ -22	i
COc1cccc(OC)c1C(=O)Nc1ccc(N2CCN(S(C)(=O)=O)CC2)cc1
→ 3	i
Cc1ccc(SCc2[nH]nc3c2C(C(C)C)C(C#N)=C(N)O3)cc1 (stereo not given)
→ -20	i
COc1ccc(NC(=O)COC(=O)CCc2nc3ccccc3c(=O)[nH]2)c(OC)c1
→ -11	.
COC(=O)c1ccccc1NC(NC(=O)c1ccco1)C(=O)c1ccc(C)cc1 (stereo not given)
→ -24	i
CCOc1cc(/C=C2/C(=N)N3C=CSC3=NC2=O)ccc1OCCCOc1ccccc1C
→ -32	i
C=CC[C@H](CC(=O)N(CCO)Cc1ccccc1)C(=O)N[C@H](COC(=O)[C@@H](CC=C)CC(=O)OC(C)(C)C)c1ccccc1
→ -23	.
O=C1CCc2cc(S(=O)(=O)Nc3ccccc3)ccc2N1
→ 6	.
COc1ccc(C(=O)Nc2ccc(C(=O)N3CCC(C)CC3)cc2)cc1OC
→ -10	i
COC(=O)c1cccc(C(=O)N2CCCC(C(=O)c3ccccc3OC)C2)c1 (stereo not given)
→ .	i
NC(=O)c1ccc2c(c1)OCCO2
→ -18	i
CC(C)(C)OC(=O)C[C@H]1C/C=C\C[C@@H](CC(=O)N(CCO)Cc2ccccc2)C(=O)NC[C@H](c2ccccc2)OC1=O
→ -14	.
Cc1c(Cl)c([N+](=O)[O-])nn1CC(=O)NCC(C)C
→ -6	i
C#CCSC1=C(C#N)C(c2cccs2)C(C(=O)OCC)=C(C)N1 (stereo not given)
→ -22	i
Cc1cccc(N2C(=O)CSC23CCCCC3)c1
→ -14	i
O=C(COc1ccc(S(=O)(=O)N2CCCCC2)cc1Cl)N1CCOCC1
→ -4	i
CCOC(=O)Cn1c(=NC(=O)CSC(C)=O)sc2cc(OC)ccc21
→ -1	i
O=C1NC(c2cn(-c3ccccc3)nc2-c2cccs2)C(C(=O)c2cccnc2)C(O)(C(F)(F)F)N1 (stereo not given)
→ -25	i
O=C(CCc1ccccc1)Nc1ccc(F)c([N+](=O)[O-])c1
→ -5	i
Cc1sc2ncn(CC(=O)NCCCC(=O)N3CCN(c4ccccn4)CC3)c(=O)c2c1C
→ -26	i
CCNCc1cc([N+](=O)[O-])ccc1OCC
→ -17	i
O=C(COc1ncnc2ccccc12)N1CCN(c2ccccc2)CC1
→ -8	i
COc1cc(NS(=O)(=O)c2cc3[nH]c(=O)c(=O)[nH]c3cc2C)cc(OC)c1OC
→ 20	i
CCCCNc1nc2c(S(=O)(=O)c3ccccc3)nnn2c2ccccc12
→ 0	i
O=C(Cn1[nH]c(=O)c2ccccc2c1=O)Nc1cccc(-c2nnc3n2CCCCC3)c1
→ 28	i
CC(C)C(=O)Nc1nc2ccc(S(C)(=O)=O)cc2s1
→ -4	i
CCCN(C(=O)C1CCCN(c2ncnc3c2nc2n3CCCCC2)C1)c1ccc(F)cc1 (stereo not given)
→ -35	i
Cc1nn(C)c(C)c1S(=O)(=O)N(CC(=O)NCc1ccco1)c1ccc(C(C)C)cc1
→ -5	i
OCn1c2ccccc2c2ccccc21
→ -1	i
COc1cccc(CN(C)C(=O)C2CCN(S(=O)(=O)c3cccs3)CC2)c1OC
→ -6	.
O=C(CC(c1ccccc1)c1ccco1)N1CCOCC1 (stereo not given)
→ -25	i
CN(C)C(=O)CSc1nnc(-c2cccnc2)n1-c1ccccc1
→ -19	i
